Gal4-VP16 FLuc: VP16 counterscreen qHTS for inhibitors of ROR gamma transcriptional activity. Drosophila S2 Gal4-VP16 UAS-luciferase, luminescence, 20 h. Potency, µM (titrated, usually from 53.6 µM), inactives show at the highest dose activity, negative = inhibition, usual class: inhibitors. actives 3.5% (n = 310,000);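 further: Gal4-VP16 expression switched on by copper sulfate through the metallothionein promoter; potency means the concentration at half of the fitted maximal effect; on the % scale 0 is the no-effect control and ±100 the full control effect; nearly all actives have a fitted effect of over 50% in size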
PKM2 activator: qHTS Assay for Activators of Human Muscle isoform 2 Pyruvate Kinase; Pyruvate kinase PKM (Homo sapiens), P14618; purified PKM2, Kinase-Glo ATP luminescence, activation; response scale: 0% is enzyme alone, no compound; Potency, µM (series often up to 57.5 µM), for inactives: top-dose activation, usual class: activators; actives 0.34% (n = 260,000); further: potency means the concentration at half of the fitted maximal effect; on the % scale 0 is the no-effect control and ±100 the full control effect; nearly all actives have a fitted effect of over 55% in size
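ATP formation by purified human PK-M2, quantified via coupled luciferase luminescence after 1 h at room temperature with 0.1 mM ADP and 0.5 mM PEP final.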
Menin MLL FP TR: qHTS Assay for Inhibitors Targeting the Menin-MLL Interaction in MLL Related Leukemias: Competition With Texas Red Labeled MLL-derived Mutant Peptide | Menin + Texas Red MLL mutant peptide, fluorescence polarization | Potency, µM (series often up to 61.6 µM), without a hit: top-dose FP activity change, negative = inhibition, most hits filed as inhibitors | actives 0.23% (n = 270,000) | AID 1768, 2009; active means well fitted inhibition curve with a large enough effect in the polarisation, with a control signal flat, not every such curve was filed as active; inconclusive means small, poorly fitted or top-dose-only effect, or effect the other way, or a change in a side signal; inactive means no such curve, though single readings can be large or run the other way; the % refers to the polarisation; further: potency means the concentration at half of the fitted maximal effect; % of control where 0% means no effect; many of its hits are not listed in these tables
Target sequence (O00255 whole entry, looked up): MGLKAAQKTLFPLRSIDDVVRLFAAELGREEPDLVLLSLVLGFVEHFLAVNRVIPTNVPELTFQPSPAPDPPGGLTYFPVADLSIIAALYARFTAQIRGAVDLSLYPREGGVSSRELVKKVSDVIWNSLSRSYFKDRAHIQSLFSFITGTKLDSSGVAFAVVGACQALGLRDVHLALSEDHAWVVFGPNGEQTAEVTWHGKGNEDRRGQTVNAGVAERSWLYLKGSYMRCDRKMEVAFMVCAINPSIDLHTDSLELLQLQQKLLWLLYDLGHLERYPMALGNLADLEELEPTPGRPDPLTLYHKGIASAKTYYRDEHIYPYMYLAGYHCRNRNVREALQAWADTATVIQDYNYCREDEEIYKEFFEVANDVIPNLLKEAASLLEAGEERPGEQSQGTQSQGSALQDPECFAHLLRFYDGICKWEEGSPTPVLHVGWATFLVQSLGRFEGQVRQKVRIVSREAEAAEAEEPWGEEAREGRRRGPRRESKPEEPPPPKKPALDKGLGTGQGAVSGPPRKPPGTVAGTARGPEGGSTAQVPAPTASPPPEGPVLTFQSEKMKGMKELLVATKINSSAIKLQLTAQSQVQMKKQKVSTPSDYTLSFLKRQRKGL
FLuc modulator: qHTS profiling assay for firefly luciferase inhibitor/activator using purifed enzyme and Km concentrations of substrates (counterscreen for miR-21 project). Luciferin 4-monooxygenase (Photinus pyralis), P08659. purified FLuc, Km substrates, luminescence inhibition. Potency, µM (series often up to 57.5 µM), without a hit: at the top dose activity change, negative = inhibition, most hits filed as inhibitors. actives 6.9% (n = 360,000);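 further: potency means the concentration at half of the fitted maximal effect; plate controls were vehicle for no effect and reference inhibitor for full effect; nearly all actives have a fitted effect of over 55% in size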
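Purified P. pyralis luciferase (10nM final) with 10uM D-luciferin and 10uM ATP (Km levels) in 50mM Tris acetate pH 7.5, 10mM Mg acetate, 0.01% Tween-20, 0.05% BSA; qHTS 6-point titration, ~60 µM downward; luminescence read.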
NPC1 promoter act: qHTS Assay for NPC1 Promoter Activators. Huh7 NPC1 promoter luciferase reporter, 24 h. Potency, µM (titrated, usually from 9.22 µM), for the others: at the highest dose activation, actives largely listed as activators. actives 2.4% (n = 320,000);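 further: potency means the concentration at half of the fitted maximal effect; % of control where 0% means no effect; nearly all actives have a fitted effect of over 60% in size; reporter is driven by a mutant NPC1 promoter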
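NPC1 promoter–luciferase Huh7 cells; 24 h compound; luminescence.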
KCNH2 3.1 block: qHTS for Inhibitors of KCHN2 3.1: Mutant qHTS; Potassium voltage-gated channel subfamily H member 2, brain isoform KCNH2 3.1 (human); U2OS KCNH2 3.1, thallium flux FluxOr; stronger effect = lower value; activity change, % (tested at about 1.8 µM); actives 0.95% (n = 340,000);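 active means maximum activity change below -70%; inconclusive means maximum activity change from -70% to -50%; inactive means maximum activity change above -50%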;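 further: thallium influx rate constant from kinetic fluorescence after stimulation buffer; on the % scale 0 is the no-effect control and ±100 the full control effect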
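Normalized rate constant (relative to positive and negative DMSO controls) derived from a 2 min kinetic fluorescence read after stimulation; U2OS cells expressing the 3.1 isoform via virus at 1.77 x 10^8 /mL.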
ELG1 repair inh: qHTS screen for small molecules that inhibit ELG1-dependent DNA repair in human embryonic kidney (HEK293T) cells expressing luciferase-tagged ELG1; HEK293T ELG1-luciferase reporter, luminescence, 16 h; DNA damage induced by 5-fluorouridine; actives 2.3% (n = 330,000); AID 504467, 2011; Potency, µM (top dose mostly 46.1 µM), for inactives: at the highest dose activity change, negative = inhibition, usual class: inhibitors; further: potency means the concentration at half of the fitted maximal effect; on the % scale 0 is the no-effect control and ±100 the full control effect; nearly all actives have a fitted effect of over 55% in size
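Luminescence from the luciferase reporter, measured 30 min after ONE-Glo reagent at room temperature, was the read-out. Beforehand, 2,000 cells per well were exposed for 16 hr at 37 °C to 5-fluorouridine together with compound or vehicle.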
Rab9 promoter act: qHTS Assay for Rab9 Promoter Activators | Huh7 Rab9 promoter-luciferase reporter, luminescence, 24 h | Potency, µM (series often up to 9.22 µM), without a hit: at the highest dose activation, negative = inhibition, hits mostly activators | actives 2.8% (n = 320,000); further: potency means the concentration at half of the fitted maximal effect; % of control where 0% means no effect; nearly all actives have a fitted effect of over 60% in size
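Measured in stably transfected Huh7 cells bearing a Rab9 promoter–luciferase construct: 24 h compound treatment at 37 °C, followed by luminescence detection.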
Mito fusion yeast: qHTS Assay for Small Molecule Inhibitors of Mitochondrial Division or Activators of Mitochondrial Fusion; S. cerevisiae fusion-defective mutant growth rescue, CellTiterGlo 48 h; Potency, µM (doses to about 46.1 µM), inactives show at the highest dose growth rescue (activation), hits mostly activators; actives 0.23% (n = 320,000); AID 485298, 2010;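 further: potency means the concentration at half of the fitted maximal effect; % of control where 0% means no effect; nearly all actives have a fitted effect of over 45% in size; temperature-sensitive fusion mutants such as fzo1-1 at 37 °C on non-fermentable ethanol glycerol medium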
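Temperature-sensitive fusion-defective S. cerevisiae (e.g. fzo1-1, mgm1-5) were grown with compound in YPEG medium (3% ethanol, 3% glycerol) for 48 hours at 37C. Growth rescue was measured as viability by CellTiterGlo luminescence after 10 minutes at ambient.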
RORg inh: qHTS for inhibitors of ROR gamma transcriptional activity. Drosophila S2 Gal4-RORgamma UAS-luciferase reporter, 20 h. Potency, µM (highest dose often 53.6 µM), without a hit: top-dose activity change, negative = inhibition, hits mostly inhibitors. actives 5.4% (n = 310,000); further: potency means the concentration at half of the fitted maximal effect; on the % scale 0 is the no-effect control and ±100 the full control effect; nearly all actives have a fitted effect of over 60% in size
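In this cell-based reporter format, copper sulfate (700 uM final) drives Gal4–ROR gamma fusion expression from a metallothionein promoter in Drosophila Schneider cells; compounds preincubated 1 hr, reporter read after 20 hr at ambient temperature.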
MBNL1-CUG inh: qHTS Assay for Inhibitors of MBNL1-poly(CUG) RNA binding; TR-FRET MBNL1-His/biotin-(CUG)12 binding, 665/545 ratio; Muscleblind-like protein 1 (Homo sapiens), Q9NR56; actives 0.036% (n = 280,000); Potency, µM (doses to about 57.5 µM), without a hit: top-dose activity change, negative = inhibition, usual class: inhibitors; active means well fitted inhibition curve with a large enough effect in the signal ratio, with a control signal flat, not every such curve was filed as active; inconclusive means small, poorly fitted or top-dose-only effect, or effect the other way, or a change in a side signal; inactive means no such curve, though single readings can be large or run the other way; the % refers to the signal ratio; further: potency means the concentration at half of the fitted maximal effect; on the % scale 0 is the no-effect control and ±100 the full control effect
Target sequence (Q9NR56 whole entry, looked up): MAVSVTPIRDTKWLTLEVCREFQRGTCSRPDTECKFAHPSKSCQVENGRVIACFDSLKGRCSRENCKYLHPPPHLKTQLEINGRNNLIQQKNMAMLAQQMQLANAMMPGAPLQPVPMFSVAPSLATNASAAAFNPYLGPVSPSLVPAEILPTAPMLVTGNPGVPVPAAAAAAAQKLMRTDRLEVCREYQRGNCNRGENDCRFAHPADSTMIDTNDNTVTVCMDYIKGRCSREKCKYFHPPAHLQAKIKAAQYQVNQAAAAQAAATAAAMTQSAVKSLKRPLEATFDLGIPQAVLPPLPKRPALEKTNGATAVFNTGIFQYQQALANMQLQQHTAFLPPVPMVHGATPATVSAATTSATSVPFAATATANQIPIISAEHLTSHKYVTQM
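Ratiometric TR-FRET (665 over 545 nm, excitation 340 nm) tracks disruption of MBNL1-His/biotin-(CUG)12 complex after 60 min at room temperature, with compounds at 92 nM to 58 uM final.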
An asterisk follows results filed as active; ? = inconclusive; nt = not tested or not shown; [ ] = remark or other dose. Unless noted, the call rests on the fitted dose curve; in most records, active means well fitted curve in the direction sought with a large enough effect; inconclusive means small, poorly fitted or top-dose-only effect, or another doubt; inactive means no such curve, though single readings can be large; an effect the other way counts as inactive or inconclusive.

SMILES | Gal4-VP16 FLuc | PKM2 activator | Menin MLL FP TR | FLuc modulator | NPC1 promoter act | KCNH2 3.1 block | ELG1 repair inh | Rab9 promoter act | Mito fusion yeast | RORg inh | MBNL1-CUG inh
N#Cc1cccc(-n2c(-c3ccccc3)nnc2-c2ccccc2)c1C#N | 18% | 2% | 2% | ? | -1% | 0 | ? | 9% | 19% | 7% | -11%
CS(=O)(=O)c1ccc(Cl)c(NC(=O)COC(=O)CNC(=O)c2ccc3ccccc3c2)c1 | nt | nt | nt | ? | 0% | 0 | ? | -4% | 1% | nt | nt
CN(C)CCCNC(=O)/C(=C\C=C\c1ccccc1)NC(=O)c1ccc([N+](=O)[O-])cc1 | -1% | -1% | nt | -2% | -1% | -99* | ? | -1% | -3% | 28% | ?
Cc1ccc(N2CCC(N3CCN(C)C(CCO)C3)CC2)cc1 (stereo unspecified) | -10% | 2%[11.5 µM] | 3% | 2% | 0% | 1 | 10% | 4% | -2% | -20% | -2%
CCCCCCCCCCOC(=O)Cn1c(COc2ccccc2C)[n+](C)c2ccccc21 | 16µM* | -4% | -20% | 1% | -6% | -81* | ? | -6% | -28% | ? | 4%
O=C(Nc1ccc(C(F)(F)F)cc1-c1ccccc1)c1ccccc1 | -37% | 1% | -23% | -2% | 1% | -21 | ? | -1% | 1% | 23%[10 µM] | nt
COc1cc(CC(=O)OCC(=O)Nc2ccc(S(=O)(=O)N3CCCC3)cc2)cc(OC)c1OC | 0% | 20µM* | -1% | 2% | 1% | -14 | -9% | 6% | 0% | -5%[10 µM] | -4%
O=C(c1ccc(Cn2cnnn2)cc1)N1CCCC(Nc2ccc(F)c(F)c2)C1 (stereo unspecified) | -12% | nt | nt | -2% | -3% | -13 | ? | -4% | 2% | 14% | -4%
CC(C)Cc1nnc(NC(=O)CCC(=O)NCCc2ccccc2)s1 | ? | -2% | 5% | -2% | 3% | 8 | ? | -1% | 7% | -12% | -6%
CC1Cc2nc(SCC(=O)N3CCCc4ccccc43)n(C)c(=O)c2S1 (stereo unspecified) | -21% | -2% | 1% | 0% | -3% | 9 | 23µM* | -6% | 11% | ? | -3%
Cc1ccc(SC(=O)c2c([N+](=O)[O-])c(C)nn2C)cc1 | 3.5µM* | -9% | nt | -4% | -1% | -1 | -1% | 0% | -3% | 4µM* | 4%
Cc1cn2c(=O)c(C(=O)N3CCN(c4ccccc4Cl)CC3)cnc2s1 | nt | nt | nt | -1% | -4% | 8 | 4% | -2% | -13% | nt | nt
CC(C)(C)NC(=O)c1ccc(NC(=O)CSc2ccccc2)cc1 | 7%[10 µM] | -1% | 11% | -3% | -1% | 2 | 7% | -5% | 7% | 1% | 2%
Cc1noc(NS(=O)(=O)c2ccc(N/C=C/C(=O)c3ccncc3)cc2)c1C | -9% | -5% | nt | -2% | 1% | 10 | -2% | -9% | 2% | 12% | ?
COc1ccccc1CNCc1cc(OC)c(OC)c(OC)c1 | 13% | 1% | -6% | -2% | -6% | 0 | 3% | 0% | -4% | -5% | -9%
COCCCNC(NC(=O)c1ccc(Br)cc1)C(Cl)(Cl)Cl (stereo unspecified) | 1% | -1% | 10% | 4% | 0% | ? | -9% | -3% | 3% | ? | -22%
COc1ccc(CN=C2NN=C(c3cccc(OC)c3)CS2)cc1 | -23% | 17% | 6% | ? | 28% | -8 | ? | ? | 28% | 4% | 14%
O=[N+]([O-])c1ccc(/C=N/n2c(COc3ccccc3)n[nH]c2=S)cc1 | -26% | 0% | ? | 1% | -2% | 3 | 3% | -3% | -3% | 7.1µM* | ?
Cc1cccc(N2C(=O)c3cccnc3C2=O)c1 | 1% | 6% | -5% | 11% | -4% | 9 | -2% | -1% | -5% | 0% | ?
Cc1ccc(Nc2nc3ccc(Cl)cc3n3cnnc23)cc1F | -24% | nt | ? | 0% | 2% | -1 | -2% | -3% | 31% | -3% | -4%
Cn1cc(CNCC2CCCO2)c(-c2ccc(Oc3ccccc3)cc2)n1 (stereo unspecified) | 2% | -5% | 15% | -3% | -1% | 0 | 4% | -2% | 1% | 0% | -8%
CC(C)C[C@H](NC(=O)N1CC(=O)Nc2ccccc21)C(=O)N[C@@H](Cc1ccccc1)C(=O)O | 1% | -2% | 2% | -1% | -5% | 3 | -3% | -4% | -3% | -5% | 0%
CCOc1ccc(/C=N/NC(=O)Cc2ccccc2)cc1CN1CC2CC(C1)c1cccc(=O)n1C2 (stereo unspecified) | nt | nt | nt | 3% | -1% | -11 | ? | -5% | -8% | nt | nt
CC1=CSC2=NS(=O)(=O)CCN12 | 0% | -3% | nt | 0% | 1% | -1 | 0% | -5% | 5% | -3% | -8%
CC(C)OCCCNC(=O)C1CCC(CNS(=O)(=O)c2cccc3nsnc23)CC1 (stereo unspecified) | 3% | 6% | -17% | 0% | 2% | 12 | 1% | -1% | 4% | 12% | ?
Cc1cc(N2CCN(S(=O)(=O)c3ccc(Cl)c(Cl)c3)CC2)c2ccccc2n1 | -4% | 9% | ? | -2% | -4% | -113* | ? | -9% | ? | 0% | -2%
COc1ccc(C(C)=O)cc1CN1C(=O)NC2(CCCCCC2)C1=O | 9% | 0% | nt | 0% | -3% | 1 | 3% | -3% | 1% | 17% | -3%
Cc1ccc(C(=O)O)cc1N1C(=O)c2cccc3c([N+](=O)[O-])ccc(c23)C1=O | 6.3µM* | -1% | 15% | 4% | -4% | -17 | ? | -3% | 2% | 7.9µM* | ?
COc1cc(C2NC(=O)NC(C)=C2C(C)=O)ccc1O (stereo unspecified) | -3% | 0% | nt | -3% | -1% | 31 | 1% | 0% | -11% | 34% | nt
CCCOc1ccc(-c2nc(N3CCN(C)CC3)c3ccccc3n2)cc1 | -13% | nt | 1% | 4.8µM* | ? | -7 | ? | 3.2µM* | -81%[inhibitor] | -22% | -8%
Cc1cc(OCCn2ccnc2)cc(C(C)C)c1 | 2% | 6% | -4% | 6% | -4% | -3 | 5% | -1% | -7% | -34% | -1%
Cc1cc(NC(=O)c2ccoc2C)ccc1Br | nt | nt | nt | 7.6µM* | ? | -5 | ? | ? | ? | nt | nt
Cc1nc(SCc2ccc([N+](=O)[O-])cc2)nc2ccccc12 | -1%[0.365 µM] | 2% | 16% | 3% | 2% | -3 | -2% | 0% | -2% | -15% | -3%
Cc1ccc(C)c(S(=O)(=O)N2CCN(C(=O)CCc3c[nH]c4ccccc34)CC2)c1 | nt | nt | nt | 4% | -1% | -15 | -6% | -5% | 1% | nt | nt
CC(C)C(=O)NNC(=O)c1csc(CS(=O)(=O)c2ccc(Cl)cc2)n1 | 4% | -2% | nt | 3% | 0% | 8 | -8% | -4% | 0% | -26% | 1%
Cc1cc(Br)ccc1NC(=O)CN(C)Cc1cccs1 | 6% | nt | 1% | ? | -4% | 6 | 3% | -1% | 14% | 1% | -2%
CCOC(=O)c1cc(C(=O)Nc2ccc(S(=O)(=O)Nc3ccc(OC)cc3)cc2)nn1C | -13% | -2% | ? | 0% | -3% | nt | -20% | 0% | 4% | ? | -10%
O=C(CCC(=O)NNC(=O)c1ccc(Cl)cc1Cl)NCc1ccccc1 | nt | nt | nt | 1% | -1% | 0 | 25% | 3% | -3% | nt | nt
Cc1[nH]ccc(=O)c1Cc1c(Cl)cccc1Cl | 2% | nt | 4% | 0% | 1% | 9 | -15% | -20% | -3% | 11% | -11%

This is a subset (hit frequency here may not be typical).
